IDH1 mut inh: inhibitors of human IDH1 R132H. O75874. IDH1 R132H reductase, diaphorase/resazurin fluorescence, 60 min. inhibition, % at 10 µM. 70,000 compounds, 0.18% hits; in the data active = inhibition above about 34%;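 also: 0% = DMSO and 100% = no enzyme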
PRC2 inh: EZH2 (human) methyltransferase inhibition | inhibition, % at 12.5 µM | 57,000 compounds, 0.35% hits | AID 651548 | Q15910 | PRC2 H3K27 methylation, DELFIA TRF, 1 h;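 active = mean inhibition of replicates at least 50% and every single replicate also reaching 50%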;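 also: dimethyl H3K27 on biotinylated H3 21-44 peptide detected by antibody; plate controls were median neutral control wells for no effect and median positive control wells for full effect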
Target sequence (Q15910 whole entry, looked up): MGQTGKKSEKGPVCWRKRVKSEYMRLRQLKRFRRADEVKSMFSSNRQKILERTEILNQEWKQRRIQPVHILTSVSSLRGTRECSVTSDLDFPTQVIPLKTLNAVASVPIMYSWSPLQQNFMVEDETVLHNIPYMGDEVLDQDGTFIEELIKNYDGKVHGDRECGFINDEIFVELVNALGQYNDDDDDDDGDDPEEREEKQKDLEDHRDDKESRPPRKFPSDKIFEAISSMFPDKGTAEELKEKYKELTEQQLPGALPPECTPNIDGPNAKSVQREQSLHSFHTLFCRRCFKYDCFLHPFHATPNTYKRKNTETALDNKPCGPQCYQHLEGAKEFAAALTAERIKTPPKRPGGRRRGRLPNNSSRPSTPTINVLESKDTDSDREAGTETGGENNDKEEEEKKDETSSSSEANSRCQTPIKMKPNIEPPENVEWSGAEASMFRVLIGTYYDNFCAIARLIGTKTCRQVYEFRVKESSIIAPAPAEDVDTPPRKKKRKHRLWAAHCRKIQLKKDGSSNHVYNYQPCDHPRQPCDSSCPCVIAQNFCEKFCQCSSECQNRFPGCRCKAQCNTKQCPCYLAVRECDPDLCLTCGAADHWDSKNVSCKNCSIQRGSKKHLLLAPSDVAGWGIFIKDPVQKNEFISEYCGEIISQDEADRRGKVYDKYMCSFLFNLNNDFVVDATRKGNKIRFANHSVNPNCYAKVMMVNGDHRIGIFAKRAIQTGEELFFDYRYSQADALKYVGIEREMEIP
Numbers without * were called inactive; . = not tested or not shown; & = joins results of further samples. The list is partial; the hit share may differ from the screen's.

SMILES	IDH1 mut inh	PRC2 inh
C[C@@H]1CN([C@@H](C)CO)C(=O)Cc2cc(NS(C)(=O)=O)ccc2O[C@H]1CN(C)S(=O)(=O)c1cccs1	0.6	.
CN(C)CC(=O)Nc1ccc2c(c1)[C@@H]1C[C@H](CC(=O)NCc3ccccc3F)O[C@@H](CO)[C@@H]1O2	-0.2	1
COc1ccc(NC(=O)N[C@@H]2CC[C@@H](CCNC(=O)c3ccccc3F)O[C@H]2CO)cc1	-0.3	2
C/C=C/c1cnc2c(c1)C(=O)N([C@@H](C)CO)C[C@H](C)[C@H](CN(C)Cc1cncnc1)O2	.	17
C[C@H](CO)N1C[C@H](C)[C@H](CN(C)C(=O)CCCN(C)C)OCc2cnnn2CCCC1=O	.	-1
CCOC(=O)CNC(=O)c1cc(C)on1	-0.2	10
C[C@@H]1CCCCO[C@@H](CN(C)C(=O)C2CCCCC2)[C@H](C)CN([C@@H](C)CO)C(=O)c2cc(NS(=O)(=O)c3ccccc3)ccc2O1	0.4	.
C[C@H](CO)N1C[C@H](C)[C@H](CN(C)Cc2ccncc2)OCc2cnnn2CCCC1=O	0.9	5
CCCN(C)C[C@@H]1Oc2cc(C#CC(C)C)ccc2S(=O)(=O)N([C@@H](C)CO)C[C@H]1C	-0.7	-2
C[C@@H]1CN([C@H](C)CO)C(=O)c2cccc(NC(=O)c3ccc(-c4nccs4)cc3)c2O[C@@H]1CN(C)Cc1ccccc1	-2.3	.
Cc1noc(C)c1S(=O)(=O)Nc1ccc2c(c1)C(=O)N([C@@H](C)CO)C[C@@H](C)[C@@H](CN(C)C(=O)Nc1ccccc1)O2	3.9	.
C[C@H]1CN([C@@H](C)CO)C(=O)c2cc(NC(=O)Cn3cnnn3)ccc2O[C@H]1CN(C)C	-1.0	.
C/C=C/c1ccc2c(c1)O[C@@H](CN(C)C(=O)CN1CCOCC1)[C@H](C)CN([C@@H](C)CO)S2(=O)=O	-0.1	.
Cc1ccc(S(=O)(=O)Nc2ccc3c(c2)CC(=O)N([C@@H](C)CO)C[C@H](C)[C@@H](CN(C)C(=O)Nc2ccc(C(F)(F)F)cc2)O3)cc1	0.1	.
C[C@H]1CN([C@@H](C)CO)S(=O)(=O)c2ccc(C#CCN(C)C)cc2O[C@@H]1CN(C)S(=O)(=O)c1cccc(F)c1	0.3	-17
C[C@H](CO)N1C[C@H](C)[C@@H](CN(C)Cc2ccc(C(=O)O)cc2)Oc2ccc(N(C)C)cc2CC1=O	0.5	1
O=C(CCN1CCCCC1)N[C@H]1CC[C@H](CCn2cc(-c3ccc(F)cc3)nn2)O[C@@H]1CO	-0.1	-6
COc1cc2c(cc1NC(=O)CN(C)S(=O)(=O)c1ccc(Cl)cc1)oc1ccccc12	-0.4	0
COc1ccc(NC(=O)Nc2cccc3c2O[C@H](CN(C)C(=O)NC(C)C)[C@H](C)CN([C@@H](C)CO)C3=O)cc1	0.4	0
C[C@@H]1CN([C@H](C)CO)C(=O)c2cccc(NC(=O)c3ccncc3)c2O[C@H]1CN(C)S(=O)(=O)c1ccc(Cl)cc1	1.1	6
COc1ccc(C#Cc2ccc3c(c2)O[C@@H](CN(C)C(=O)NC2CCCCC2)[C@@H](C)CN([C@@H](C)CO)S3(=O)=O)cc1	2.1	-19
CCN(CC(=O)Nc1ccc(F)c(Cl)c1)S(=O)(=O)c1ccc(C)cc1	0.0	7
COc1ccc(C2CC(=O)c3cnc(NCCN4CCOCC4)nc3C2)cc1 (stereo not given)	0.3	1
COCCNC(=O)C[C@@H]1C[C@@H]2c3cc(NC(=O)c4cccnc4)ccc3O[C@@H]2[C@H](CO)O1	-0.3	3
Cc1ccc(S(=O)(=O)N(CC(=O)Nc2ccccc2C)C2CCCCC2)cc1	0.1	13
C[C@H](CO)N1C[C@H](C)[C@@H](CN(C)C(=O)c2cccc(F)c2)Oc2cc(-c3ccncc3)ccc2S1(=O)=O	17	-3
C[C@@H]1CN([C@@H](C)CO)C(=O)c2cc(-c3ccccc3)cnc2O[C@@H]1CN(C)Cc1ccc(C(=O)O)cc1	0.0	.
Cc1nnc(N2C(=O)C(=O)C(C(=O)c3ccco3)C2c2cccc(Oc3ccccc3)c2)s1 (stereo not given)	0.8	-6
Cc1cc(Cl)cc(Cl)c1OCC(=O)Nc1cccc(NC(=O)c2ccccc2Cl)c1	0.1	1
CNC[C@@H]1Oc2ccc(NC(=O)Nc3cccc4ccccc34)cc2C(=O)N([C@H](C)CO)C[C@H]1C	-9.1	-1
C[C@H]1CN([C@@H](C)CO)S(=O)(=O)c2ccc(C3=CCCC3)cc2O[C@@H]1CN(C)Cc1cncnc1	.	-15
C[C@@H]1CN([C@H](C)CO)C(=O)c2cc(NC(=O)C3CCCCC3)ccc2O[C@@H](C)CCCCO[C@@H]1CN(C)C(=O)Nc1ccc2c(c1)OCO2	-2.1	.
CSc1nsc(SCC(=O)OC2CC3CCC2(C)C3(C)C)n1 (stereo not given)	0.2	20
C[C@H](CO)N1C[C@H](C)[C@H](CN(C)Cc2ccccc2)Oc2ccc(NS(=O)(=O)c3ccc(F)cc3)cc2CC1=O	4.5	-2
COc1ccc(NC(=O)Nc2ccc3c(c2)CC(=O)N([C@@H](C)CO)C[C@H](C)[C@H](CN(C)S(=O)(=O)c2ccccc2)O3)cc1	-3.1	.
C[C@@H]1CN([C@H](C)CO)C(=O)Cc2cc(NC(=O)Nc3ccc4c(c3)OCO4)ccc2O[C@H]1CN(C)Cc1ccc(C(F)(F)F)cc1	-0.4	.
CCCCC[C@H](O)/C=C/[C@H]1C=CC(=O)[C@@H]1C/C=C\CCCC(=O)O	1.5	.
C[C@@H]1CCCCO[C@H](CN(C)S(=O)(=O)c2cccs2)[C@@H](C)CN([C@@H](C)CO)C(=O)c2cc(NC(=O)Nc3ccc4c(c3)OCO4)ccc2O1	2.5	.
C[C@H]1CN([C@@H](C)CO)C(=O)c2cc(N(C)C)ccc2O[C@@H]1CN(C)S(=O)(=O)c1cn(C)cn1	0.7	6
CO[C@H]1CN(C)C(=O)c2cc(NC(C)=O)ccc2OC[C@@H](C)N(CCC(F)(F)F)C[C@@H]1C	0.2	-8

3 structures out of the list, ordered by number of heavy atoms, ascending.
SMILES	IDH1 mut inh	PRC2 inh
CO[C@H]1CN(C)C(=O)c2cc(NC(C)=O)ccc2OC[C@@H](C)N(CCC(F)(F)F)C[C@@H]1C	0.2	-8
C[C@H]1CN([C@@H](C)CO)C(=O)c2cc(N(C)C)ccc2O[C@@H]1CN(C)S(=O)(=O)c1cn(C)cn1	0.7	6
C[C@H]1CN([C@@H](C)CO)S(=O)(=O)c2ccc(C3=CCCC3)cc2O[C@@H]1CN(C)Cc1cncnc1	.	-15

Continuation:
SMILES	IDH1 mut inh	PRC2 inh
Cc1ccccc1-c1cnc2c(c1)C(=O)N([C@@H](C)CO)C[C@@H](C)[C@H](CN(C)Cc1ccccc1F)O2	0.0&-0.4	-8&-5
C[C@H]1CN([C@@H](C)CO)C(=O)Cc2cc(NC(=O)c3ccncc3)ccc2O[C@@H]1CN(C)S(=O)(=O)c1ccc(Cl)cc1	0.8	-8
COc1cccc2cc(C(=O)C3C(=O)C(=O)N(CCc4ccccc4)C3c3cccnc3)oc12 (stereo not given)	-0.4	.
C[C@H]1CN([C@@H](C)CO)S(=O)(=O)c2ccc(-c3cccc(F)c3)cc2O[C@@H]1CN(C)C(=O)C1CC1	0.8	4
CC(N=Cc1nc2ccccc2n1C)C12CC3CC(CC(C3)C1)C2 (stereo not given)	-0.3	3
COC(=O)c1c(NC(=S)Nc2c(C)nn(Cc3c(F)c(F)c(F)c(F)c3F)c2C)sc(C)c1-c1ccccc1	0.2	-5
C[C@H](CO)N1C[C@H](C)[C@@H](CN(C)Cc2ccc(-c3ccccc3)cc2)Oc2ccc(NC(=O)Nc3cccc4ccccc34)cc2CC1=O	0.3	.
Cc1noc(C)c1NC(=O)Nc1ccc2c(c1)C(=O)N([C@H](C)CO)C[C@H](C)[C@H](CN(C)S(=O)(=O)c1ccc(F)cc1)OCCCC[C@H](C)O2	0.0	.
COc1ccc(CN(C)C[C@@H]2Oc3ccc(NC(=O)Cc4ccccc4)cc3CC(=O)N([C@@H](C)CO)C[C@H]2C)cc1	-0.8	.
CO[C@H]1CN(C)C(=O)c2cc(NC(C)=O)ccc2OC[C@@H](C)N(CCc2ccccc2)C[C@@H]1C	0.5	5
CCC(=O)N(C)C[C@H]1Oc2ncc(-c3ccc(C)cc3)cc2C(=O)N([C@@H](C)CO)C[C@H]1C	0.2	.
C[C@H](CO)N1C[C@H](C)[C@@H](CN(C)C(=O)Nc2ccc(C(F)(F)F)cc2)Oc2c(NC(=O)Nc3cccc4ccccc34)cccc2C1=O	0.6	.
C[C@H](CO)N1C[C@H](C)[C@H](CN(C)C(=O)Nc2ccccc2)Oc2c(NC(=O)Nc3cccc4ccccc34)cccc2C1=O	0.3	.
COc1ccc(S(=O)(=O)N(C)C[C@H]2OCCCC[C@@H](C)Oc3ccc(NC(=O)Nc4ccc5c(c4)OCO5)cc3C(=O)N([C@@H](C)CO)C[C@@H]2C)cc1	5.1	.
CC(=O)N(C)C[C@H]1Oc2ncc(C#CC(C)(C)O)cc2C(=O)N([C@@H](C)CO)C[C@@H]1C	1.2	-10
O=C(C[C@H]1C=C[C@@H](NC(=O)CC2CC2)[C@@H](CO)O1)NCc1ccc(Cl)cc1	0.1	0
Cc1cccc(S(=O)(=O)N[C@H]2CC[C@@H](CCNC(=O)c3cnccn3)O[C@@H]2CO)c1	-0.1	-2
CCOCC(O)CS(=O)(=O)c1ccccn1 (stereo not given)	-0.2	-14
COCc1cn(CC[C@@H]2CC[C@@H](NC(=O)Nc3c(C)noc3C)[C@H](CO)O2)nn1	0.1	0
Cn1nnnc1SCC(=O)Nc1ccc(I)cc1	0.0	-15
O=C(Nc1ccc(Cl)cc1)Nc1ccccc1C(=O)NCc1ccco1	-0.6	7
O=C(C[C@H]1C[C@H]2c3cc(NC(=O)NC4CCCC4)ccc3O[C@H]2[C@H](CO)O1)NCc1ccccc1F	0.0	1
C[C@@H]1CN([C@H](C)CO)C(=O)c2cc(-c3cccc(F)c3)cnc2O[C@@H]1CN(C)S(C)(=O)=O	2.1	0
CN(c1ccc(C(=O)NCc2ccccn2)cc1)S(C)(=O)=O	0.0	-15
C[C@@H]1CCCCO[C@H](CN(C)S(C)(=O)=O)[C@@H](C)CN([C@@H](C)CO)C(=O)c2cc(NC(=O)Nc3ccccc3)ccc2O1	0.4	.
O=C(N[C@H]1CC[C@@H](CCn2cc(C3(O)CCCC3)nn2)O[C@H]1CO)C1CCC1	0.3	0
COC(=O)c1ccc(C(=O)OC)c(NC(=O)CCc2ccc(C)o2)c1	0.1	6
C[C@@H]1CN([C@H](C)CO)C(=O)c2cc(C#CCc3ccccc3)cnc2O[C@@H]1CN(C)CC1CCOCC1	-4.0	.
CO[C@H]1CN(C)C(=O)c2cc(NS(=O)(=O)c3cn(C)cn3)ccc2OC[C@H](C)N(CCC(F)(F)F)C[C@H]1C	0.2	-5
C[C@@H]1CN([C@@H](C)CO)C(=O)c2cc(NS(C)(=O)=O)ccc2O[C@@H](C)CCCCO[C@@H]1CN(C)C(=O)Nc1ccc(C(F)(F)F)cc1	1.5	.
COc1cc2c(cc1NC(=O)CN(C)S(=O)(=O)c1ccc(Br)cc1)oc1ccccc12	-0.3	-6
Cc1ccc(S(=O)(=O)Nc2ccc3c(c2)C(=O)N([C@H](C)CO)C[C@H](C)[C@H](CN(C)S(=O)(=O)c2ccc(C)cc2)O3)cc1	-2.2	.
CO[C@H]1CN(C)C(=O)c2cc(NS(=O)(=O)c3cccc(F)c3)ccc2OC[C@H](C)N(C(=O)Cc2cccnc2)C[C@H]1C	-0.1	3
COc1ccc(NC(=O)Nc2cccc3c2O[C@@H](CN(C)S(=O)(=O)c2cn(C)cn2)[C@@H](C)CN([C@H](C)CO)C3=O)cc1	-3.5	.
COc1ccc(NC(=O)N[C@H]2CC[C@@H](CCn3cc(-c4ccccn4)nn3)O[C@@H]2CO)cc1	-0.3	1
C[C@@H]1CN([C@@H](C)CO)C(=O)c2cccc(N(C)C)c2O[C@H]1CN(C)S(C)(=O)=O	0.6	-5
O=C(CSc1ncc(-c2ccccc2)nn1)Nc1ccc(I)cc1	0.2	26
C[C@H]1CN([C@@H](C)CO)C(=O)c2cc(NC(=O)CCC(F)(F)F)ccc2O[C@H]1CN(C)C(=O)Nc1ccc(F)cc1	0.2	-3
COc1ccc(NC(=O)N(C)C[C@@H]2OCCCC[C@@H](C)Oc3ccc(NS(=O)(=O)c4ccc(F)cc4)cc3C(=O)N([C@@H](C)CO)C[C@H]2C)cc1	0.8	.
Cc1cccc(-n2c(SCC(=O)O)nc3sc4c(c3c2=O)CCCC4)c1	2.6	-3
C[C@H](CO)N1C[C@H](C)[C@@H](CN(C)C)Oc2cc(-c3ccc(C(=O)N(C)C)cc3)ccc2S1(=O)=O	-0.6	-2
CC(Oc1ccc(C(C)(C)C)cc1)c1nc(-c2cccnc2)no1 (stereo not given)	-0.7	8

Shown with bars between the fields: part of the list above
compound | IDH1 mut inh | PRC2 inh
O=C(Nc1ccc(Cl)cc1)Nc1ccccc1C(=O)NCc1ccco1 | -0.6 | 7
O=C(C[C@H]1C[C@H]2c3cc(NC(=O)NC4CCCC4)ccc3O[C@H]2[C@H](CO)O1)NCc1ccccc1F | 0.0 | 1
C[C@@H]1CN([C@H](C)CO)C(=O)c2cc(-c3cccc(F)c3)cnc2O[C@@H]1CN(C)S(C)(=O)=O | 2.1 | 0
CN(c1ccc(C(=O)NCc2ccccn2)cc1)S(C)(=O)=O | 0.0 | -15

Compound activity as filed in PubChem.
